BioA inh – BioA (M. tuberculosis) enzyme inhibition. 0.096% of 360,000 active. inhibition, % at 9.99 µM. purified M. tuberculosis BioA enzyme, plate reader; in the data active = inhibition above about 40%
* marks the source's active call; other numbers are inactive results. This is a subset; the hit share may differ from the screen's.

SMILES	BioA inh
CN1C(=O)c2cc(NC(=O)c3cccc(F)c3)ccc2OC[C@@H]2O[C@@H](CC(=O)NCc3ccccc3Cl)CC[C@H]21	1.9
CC(C)NC(=O)Nc1ccc2c(c1)C(=O)N([C@H](C)CO)C[C@@H](C)[C@@H](CN(C)CC1CCCCC1)O2	2.7
N#Cc1cccc(-c2ccc([C@@H]3[C@H]4CN(C(=O)Nc5ccccc5)CCCCN4[C@H]3CO)cc2)c1	-1.4
CN1C(=O)c2cc(NC(=O)c3cccc(F)c3)ccc2OC[C@@H]2O[C@@H](CC(=O)Nc3ccccc3)CC[C@H]21	9.4
C[C@H](O)C#Cc1ccc2c(c1)O[C@H](CN(C)C(=O)Nc1ccccc1)[C@H](C)CN([C@H](C)CO)S2(=O)=O	4.8
Cc1ccc(S(=O)(=O)Nc2ccc3c(c2)C(=O)N([C@@H](C)CO)C[C@H](C)[C@H](CN(C)S(C)(=O)=O)OCCCC[C@@H](C)O3)cc1	2.0
CO[C@H]1CN(C)C(=O)c2ccc(NC(=O)C3CC3)cc2OC[C@H](C)N(C(=O)c2ccccn2)C[C@H]1C	0.8
OC[C@@H]1[C@H](c2ccc(-c3ccncc3)cc2)[C@@H]2CN(Cc3ccccn3)CCCCN12	-1.2
COc1ccc(NC(=O)N(C)C[C@H]2Oc3ncc(C#CCN(C)C)cc3C(=O)N([C@@H](C)CO)C[C@@H]2C)cc1	-1.4
Cc1ccccc1S(=O)(=O)N1C[C@@H](O)COC[C@H]2O[C@@H](CC(=O)N3CCCCC3)CC[C@@H]21	-0.6
CO[C@H](CN(C)C(=O)c1cc(Cl)cc(Cl)c1)[C@@H](C)CN(C(=O)Nc1ccc(F)cc1)[C@H](C)CO	-1.2
C[C@@H]1CN([C@H](C)CO)C(=O)c2cccc(NC(=O)C3CC3)c2O[C@H]1CN(C)S(=O)(=O)c1ccccc1	1.4
C[C@H]1CCCCO[C@H](CN(C)C(=O)Nc2ccccc2)[C@@H](C)CN([C@@H](C)CO)C(=O)c2cc(NC(=O)CCCN(C)C)ccc2O1	-0.1
CC=Cc1ccc2n(c1=O)C[C@@H]1[C@@H](CO)[C@H](C(=O)NCC(F)(F)F)[C@H]2N1C(=O)C1CC1 (mixture of isomers)	0.3
Cc1ccc(S(=O)(=O)Nc2ccc3c(c2)C(=O)N([C@@H](C)CO)C[C@H](C)[C@H](CN(C)CC2CCCCC2)OCCCC[C@H](C)O3)cc1	0.5
CCCN1C[C@@H](C)[C@H](OC)CN(C)C(=O)c2ccc(NS(C)(=O)=O)cc2OC[C@@H]1C	0.0
CCCC(=O)Nc1ccc2c(c1)C(=O)N(C)C[C@H](OC)[C@@H](C)CN(CCC)[C@H](C)CO2	-1.2
CCNC(=O)C[C@H]1CC[C@H]2[C@@H](COc3ccc(NC(=O)Nc4ccc(Cl)cc4)cc3C(=O)N2C)O1	1.2
CCCC(=O)Nc1ccc2c(c1)C(=O)N(C)C[C@@H](OC)[C@H](C)CN(S(=O)(=O)c1cn(C)cn1)[C@@H](C)CO2	0.2
CN1c2ccc(Br)cc2[C@H]2[C@H](CCN2C(=O)CN2CCOCC2)[C@@H]1CO	1.3
C[C@H]1CN([C@@H](C)CO)C(=O)CCCn2cc(nn2)CO[C@@H]1CN(C)CC1CCCC1	-2.3
O=S(=O)(NC[C@@H]1N[C@@H](CO)[C@H]1c1ccccc1)c1ccccc1	-3.7
C[C@H](CO)N1C[C@H](C)[C@@H](CN(C)C(=O)C2CC2)Oc2ncc(C#CC3CCCC3)cc2C1=O	0.5
C[C@H](CO)N1C[C@H](C)[C@H](CN(C)S(=O)(=O)c2ccccc2)Oc2ccc(NC(=O)Cn3cnnn3)cc2CC1=O	1.5
Cc1noc(C)c1NC(=O)N(C)C[C@@H]1OCCCC[C@@H](C)Oc2ccc(NS(C)(=O)=O)cc2C(=O)N([C@H](C)CO)C[C@@H]1C	-4.4
CN1[C@H](C(=O)Nc2ccccc2)[C@@H](CO)[C@@H]2Cn3c(ccc(-c4ccccc4)c3=O)[C@@H]21	12
CNC[C@H]1Oc2cc(C#CC3(O)CCCC3)ccc2S(=O)(=O)N([C@@H](C)CO)C[C@H]1C	0.9
C[C@@H]1CCCCO[C@H](CN(C)C(=O)Cc2ccccc2)[C@@H](C)CN([C@H](C)CO)C(=O)c2cc(NS(=O)(=O)c3cn(C)cn3)ccc2O1	1.0
C[C@@H]1CN([C@H](C)CO)C(=O)c2cccc(NS(=O)(=O)c3cn(C)cn3)c2O[C@@H]1CN(C)C(=O)Nc1ccc(C(F)(F)F)cc1	0.6
C[C@@H]1CCCCO[C@H](CN(C)C(=O)Nc2ccc(C(F)(F)F)cc2)[C@H](C)CN([C@H](C)CO)C(=O)c2cc(NC(=O)c3ccncc3)ccc2O1	-0.8
C[C@H]1CN([C@@H](C)CO)C(=O)c2ccccc2-c2ccccc2CO[C@H]1CN(C)S(=O)(=O)c1ccccc1	1.0
COc1ccc(NC(=O)N(C)C[C@H]2Oc3ccc(NC(=O)Nc4c(C)noc4C)cc3CC(=O)N([C@H](C)CO)C[C@H]2C)cc1	-0.6
CN(C)CC(=O)N[C@@H]1CC[C@@H](CCNC(=O)C2CCCC2)O[C@H]1CO	-1.9
C[C@H]1CN([C@@H](C)CO)C(=O)c2cc(NC(=O)CCC(F)(F)F)ccc2O[C@@H]1CN(C)CC1CC1	0.9
COc1ccc(CN(C)C[C@@H]2Oc3ccc(NC(=O)Nc4c(C)noc4C)cc3CC(=O)N([C@H](C)CO)C[C@H]2C)cc1	3.4
CCC(=O)N(C)C[C@@H]1Oc2cc(C#CCC(C)C)ccc2S(=O)(=O)N([C@H](C)CO)C[C@H]1C	-0.6
O=C(NC[C@H]1[C@@H](c2ccccc2)[C@H](CO)N1Cc1cccnc1)c1ccccn1	2.4
COc1ccc(S(=O)(=O)N(C)C[C@@H]2OCCCC[C@H](C)Oc3ccc(NC(=O)c4ccncc4)cc3C(=O)N([C@@H](C)CO)C[C@H]2C)cc1	1.3
CCCN1[C@@H]2c3ccc(C4=CCCC4)c(=O)n3C[C@@H]2[C@@H](CO)[C@@H]1C(=O)NCC	0.6
CCCNC(=O)N(C)C[C@H]1Oc2cc(-c3ccccc3F)ccc2S(=O)(=O)N([C@@H](C)CO)C[C@H]1C	-3.0
C[C@@H]1CN([C@H](C)CO)C(=O)c2cc(-c3ccccc3F)cnc2O[C@H]1CN(C)Cc1ccc(F)cc1	-1.9
COc1ccc(S(=O)(=O)Nc2ccc3c(c2)C(=O)N([C@@H](C)CO)C[C@H](C)[C@H](CN(C)C(=O)c2ccccc2)OCCCC[C@@H](C)O3)cc1	-0.9
O=C(NC1CCCC1)N1CCCCN2[C@H](C1)[C@@H](c1ccc(/C=C/c3ccccc3)cc1)[C@@H]2CO	2.0
COc1ccccc1CN1[C@H](CO)[C@@H]2c3ccccc3N(C(=O)c3ccncc3)C[C@@H]21	0.4
C[C@@H]1CN([C@@H](C)CO)C(=O)c2cc(NC(=O)Nc3cccc4ccccc34)ccc2O[C@@H]1CN(C)C(=O)Nc1ccc(C(F)(F)F)cc1	-0.3
CN(C)C(=O)c1cccc(-c2ccc([C@@H]3[C@H]4CN(C(=O)C5CCCC5)CCCCN4[C@H]3CO)cc2)c1	2.7
C[C@@H]1CN([C@H](C)CO)S(=O)(=O)c2ccc(-c3ccc(F)cc3)cc2O[C@@H]1CN(C)S(C)(=O)=O	-0.9
Cc1ccc(S(=O)(=O)N(C)C[C@H]2OCCCC[C@@H](C)Oc3ccc(NC(=O)C4CCCCC4)cc3C(=O)N([C@@H](C)CO)C[C@@H]2C)cc1	-1.9
CO[C@H]1CN(C)C(=O)c2ccc(NC(=O)C3CC3)cc2OC[C@@H](C)N(CC2CC2)C[C@H]1C	0.0
CCC(=O)N(C)C[C@H]1Oc2ncc(C#C[C@H](C)O)cc2C(=O)N([C@@H](C)CO)C[C@@H]1C	-2.1

Three structures out of the list, ordered by length of the SMILES, smallest number first:
SMILES	BioA inh
COc1ccccc1CN1[C@H](CO)[C@@H]2c3ccccc3N(C(=O)c3ccncc3)C[C@@H]21	0.4
CCC(=O)N(C)C[C@H]1Oc2ncc(C#C[C@H](C)O)cc2C(=O)N([C@@H](C)CO)C[C@@H]1C	-2.1
Cc1ccc(S(=O)(=O)N(C)C[C@H]2OCCCC[C@@H](C)Oc3ccc(NC(=O)C4CCCCC4)cc3C(=O)N([C@@H](C)CO)C[C@@H]2C)cc1	-1.9

(list continues)
SMILES	BioA inh
C[C@@H]1CN([C@@H](C)CO)C(=O)c2cc(C#CC3CCCCC3)cnc2O[C@@H]1CN(C)Cc1cncnc1	1.9
CO[C@H]1CN(C)C(=O)c2ccc(NC(=O)Nc3cccc(F)c3)cc2OC[C@@H](C)N(C(=O)Nc2c(C)noc2C)C[C@H]1C	1.4
C[C@@H]1CN([C@H](C)CO)C(=O)c2cc(NS(=O)(=O)c3ccc(F)cc3)ccc2O[C@@H](C)CCCCO[C@@H]1CN(C)S(=O)(=O)c1ccc(F)cc1	-3.0
Cc1ccc(S(=O)(=O)N(C)C[C@H]2OCCCC[C@@H](C)Oc3ccc(NS(=O)(=O)c4cccs4)cc3C(=O)N([C@@H](C)CO)C[C@H]2C)cc1	0.3
COc1ccccc1-c1ccc([C@H]2[C@@H](CO)N3CCCCN(C(=O)CN4CCOCC4)C[C@@H]23)cc1	-0.9
COCC#Cc1ccc([C@H]2[C@@H](CO)N3CCCCN(C(=O)NC4CCCC4)C[C@H]23)cc1	-0.5
CNC[C@@H]1Oc2ccc(NC(=O)Nc3cccc4ccccc34)cc2CC(=O)N([C@@H](C)CO)C[C@@H]1C	-2.1
CCC(=O)N1CC[C@@H]2[C@H](CO)Nc3ccc(-c4ccc(F)cc4)cc3[C@@H]21	13
COc1ccc(S(=O)(=O)Nc2ccc3c(c2)C(=O)N([C@H](C)CO)C[C@H](C)[C@H](CN(C)C(=O)Nc2ccc(F)cc2)OCCCC[C@@H](C)O3)cc1	-4.1
C[C@@H]1CN([C@@H](C)CO)C(=O)c2cccc(NC(=O)C3CC3)c2O[C@@H]1CN(C)Cc1ccccc1	-6.1

In another format: entries from further up.
C[C@@H]1CN([C@@H](C)CO)C(=O)c2cc(C#CC3CCCCC3)cnc2O[C@@H]1CN(C)Cc1cncnc1
  BioA inh = 1.9

CO[C@H]1CN(C)C(=O)c2ccc(NC(=O)Nc3cccc(F)c3)cc2OC[C@@H](C)N(C(=O)Nc2c(C)noc2C)C[C@H]1C
  BioA inh = 1.4

C[C@@H]1CN([C@H](C)CO)C(=O)c2cc(NS(=O)(=O)c3ccc(F)cc3)ccc2O[C@@H](C)CCCCO[C@@H]1CN(C)S(=O)(=O)c1ccc(F)cc1
  BioA inh = -3.0

Cc1ccc(S(=O)(=O)N(C)C[C@H]2OCCCC[C@@H](C)Oc3ccc(NS(=O)(=O)c4cccs4)cc3C(=O)N([C@@H](C)CO)C[C@H]2C)cc1
  BioA inh = 0.3

The listing continues:
SMILES	BioA inh
C[C@H]1CN([C@@H](C)CO)C(=O)Cc2cc(NC(=O)Nc3ccc(F)cc3)ccc2O[C@H]1CN(C)Cc1ccc(C(=O)O)cc1	-2.3
Cc1noc(C)c1NC(=O)N(C)C[C@H]1Oc2c(NC(=O)Nc3cccc4ccccc34)cccc2C(=O)N([C@H](C)CO)C[C@H]1C	1.0
O=S(=O)(c1ccccc1)N1CCCCN2[C@H](CO)[C@H](c3ccc(C#Cc4ccccc4)cc3)[C@H]2C1	-2.0
Cc1ccc(S(=O)(=O)N2C[C@@H](O)COC[C@@H]3O[C@H](CC(=O)NCCN4CCCCC4)CC[C@H]32)cc1	1.3
COCC#Cc1ccc2c(c1)O[C@@H](CN(C)Cc1ccc(F)cc1)[C@@H](C)CN([C@H](C)CO)S2(=O)=O	1.5
C[C@@H]1CN([C@H](C)CO)C(=O)c2cccc(N(C)C)c2O[C@H]1CN(C)S(C)(=O)=O	-2.6
CC(C)NC(=O)N(C)C[C@H]1Oc2cc(Br)ccc2S(=O)(=O)N([C@@H](C)CO)C[C@@H]1C	-0.9
C/C=C/c1ccc2c(c1)O[C@H](CN(C)C(=O)COC)[C@@H](C)CN([C@@H](C)CO)S2(=O)=O	-3.2
COc1ccc([Si](C)(C)[C@@H]2[C@@H](CCO)O[C@]3(C(=O)N(C)c4ccccc43)[C@H]2C)cc1	2.1
C[C@H](CO)N1C[C@H](C)[C@@H](CN(C)C(=O)Nc2ccc(C(F)(F)F)cc2)Oc2c(NC(=O)c3cnccn3)cccc2C1=O	-3.2
CN(C)CC(=O)Nc1ccc2c(c1)[C@H]1C[C@H](CC(=O)NCc3ccc(Cl)cc3)O[C@@H](CO)[C@H]1O2	0.0
CC(C)NC(=O)N1C[C@H]2[C@@H](c3ccccc31)[C@@H](CO)N2C(=O)c1ccncc1	5.3
C[C@H](CO)N1C[C@H](C)[C@@H](CN(C)C(=O)Nc2ccccc2F)OCc2cn(nn2)CCCC1=O	-0.9
Cc1ccc(S(=O)(=O)N2CC[C@H]3[C@@H](CO)N(C)c4ccc(-c5ccc(C#N)cc5)cc4[C@H]32)cc1	4.4
O=C(N[C@@H]1CC[C@H](CCNS(=O)(=O)c2ccccc2)O[C@@H]1CO)c1cccc(F)c1	4.4
COc1ccccc1-c1ccc([C@@H]2[C@H](C#N)N[C@H]2CO)cc1	-3.2
CC(=O)N[C@@H]1CC[C@@H](CCNC(=O)C2CCCC2)O[C@@H]1CO	-1.7
COc1cccc(CN(C)C[C@H]2OCc3cn(nn3)CCCC(=O)N([C@@H](C)CO)C[C@H]2C)c1	-0.9
Cc1cccc(S(=O)(=O)N2C[C@H](O)COC[C@H]3O[C@@H](CC(=O)NCCCN4CCOCC4)CC[C@@H]32)c1	-0.4
C[C@@H]1CN([C@@H](C)CO)C(=O)Cc2cc(NC(=O)Cc3cn(C)c4ccccc34)ccc2O[C@@H]1CN(C)S(=O)(=O)c1ccccc1	1.2
CCCNC(=O)[C@H]1[C@H](CO)[C@H]2Cn3c(ccc(-c4cccc(F)c4)c3=O)[C@@H]1N2C(=O)CC	-2.3

Shown with bars between the fields: two of the compounds above
canonical_smiles | BioA inh
C[C@H](CO)N1C[C@H](C)[C@@H](CN(C)C(=O)Nc2ccccc2F)OCc2cn(nn2)CCCC1=O | -0.9
Cc1ccc(S(=O)(=O)N2CC[C@H]3[C@@H](CO)N(C)c4ccc(-c5ccc(C#N)cc5)cc4[C@H]32)cc1 | 4.4
